Screening results (PubChem BioAssay)
Diaph act CS: activates diaphorase or chemically reduces, flagging diaphorase assay artifacts; 190,000 compounds, 0.005% hits; Diaphorase/resazurin coupled assay, resorufin fluorescence, 16 min; hits give high values; 1 = vehicle wells, 0 = NADH-free wells; activation factor at 20 µM;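 active = diaphorase activity raised at least twofold by the compound at 20 µM; inactive = activation factor below 2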
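Material: bacterial diaphorase enzyme (C. kluyveri); amount: enzyme 0.07 U/mL final; reagent: NADH substrate 0.114 mM plus resazurin dye 0.1 mM, final; doses: single compound dose of 20 µM, 1% DMSO final; timing: 16 min enzyme reaction, ambient temperature; measured by: fluorescence of resorufin, 544 nm excitation, 590 nm emission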
Efa HMGR inh: inhibitors of class II HMG-CoA reductase from Enterococcus faecalis; inhibition, % at 10 µM; AID 1066; purified E. faecalis HMGR, NADPH absorbance 340 nm kinetic; 190,000 compounds, 0.41% hits;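 active = inhibition above a set limit, the median over all tested compounds plus 3 SD, cut at about 9.5% in these data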;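 also: enzyme runs in reverse so mevalonate oxidation gives rising NADPH absorbance; 0% = complete reaction with DMSO and 100% = background rate lacking mevalonate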
TNAP inh hi DEA: inhibitors of human TNAP at high phosphate acceptor concentration | P05186 | purified TNAP, CDP-star luminescence, 1 M DEA | inhibition, % at 20 µM | 200,000 compounds, 0.03% hits | AID 1135;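 active = over 50% inhibition of tissue-nonspecific alkaline phosphatase at 20 µM in the single-dose screen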;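 also: plate controls were DMSO wells for no effect and EDTA-quenched wells as full inhibition for full effect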
Target sequence (P05186 whole entry, looked up): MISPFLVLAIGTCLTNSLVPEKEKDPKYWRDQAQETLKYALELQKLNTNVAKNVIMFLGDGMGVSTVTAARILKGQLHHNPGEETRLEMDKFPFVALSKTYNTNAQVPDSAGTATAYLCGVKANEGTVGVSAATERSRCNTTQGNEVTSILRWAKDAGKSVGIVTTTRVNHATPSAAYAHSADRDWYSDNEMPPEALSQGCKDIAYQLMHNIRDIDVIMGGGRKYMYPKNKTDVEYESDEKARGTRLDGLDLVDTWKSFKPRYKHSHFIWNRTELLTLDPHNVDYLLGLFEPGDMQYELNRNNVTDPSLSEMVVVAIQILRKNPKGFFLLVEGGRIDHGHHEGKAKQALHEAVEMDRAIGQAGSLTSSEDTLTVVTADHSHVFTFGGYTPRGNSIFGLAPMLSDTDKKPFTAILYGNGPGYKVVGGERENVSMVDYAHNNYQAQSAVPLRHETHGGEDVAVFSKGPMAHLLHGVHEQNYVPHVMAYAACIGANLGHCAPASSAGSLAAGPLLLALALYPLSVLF
TNAP inh no acc: blocks human TNAP activity with no phosphate acceptor present; 200,000 compounds, 0.26% hits; purified TNAP, CDP-star luminescence, 30 min; inhibition, % at 20 µM;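 active = tissue-nonspecific alkaline phosphatase inhibition above about 50% at 20 µM in the single-dose screen, limit read from the data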;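 also: 0% = DMSO negative control and 100% = EDTA positive control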
PMI act satM6P: activators of human phosphomannose isomerase at near-saturating mannose 6-phosphate; coupled PMI enzyme assay, resazurin fluorescence, 20 min; hits give high values; 1 = untreated enzyme, 0 = substrate-free blank; activation factor at 20 µM; 190,000 compounds, 0.34% hits;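 active = activation factor of 2 or more at 20 µM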
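Technique: Diaphorase-driven resazurin-to-resorufin fluorescence, excitation 544, emission 590 nm | Assay system: Human PMI in coupled enzyme assay | Times: Enzyme reaction with compound 20 min at room temperature | Medium: HEPES-buffered pH 7.4 with magnesium and detergent | Reagent: Mannose-6-phosphate 1.0 mM (near-saturating) plus 0.22 mM NADP+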
G6PDH CS: L. mesenteroides G6PDH inhibition counter-screen; inhibition, % at 5 µM; AID 1020; Purified L. mesenteroides G6PDH, diaphorase/resazurin coupled fluorescence, 45 min; 200,000 compounds, 0.12% hits; in the data active = inhibition above about 50%
TNAP act hiacc: increases human TNAP activity under high phosphate acceptor concentration; P05186; purified TNAP, CDP-star luminescence, 1 M DEA, 30 min; hits give high values; 0 = EDTA background, 1 = DMSO-only activity; activation factor at 20 µM; 200,000 tested, under 10 active;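 active = activation factor at least 2 at 20 µM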
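system = human TNAP | amount = enzyme diluted 1/800 final | reagent = 100 µM CDP-star substrate | signal = luminescent substrate turnover signal | dosing = one dose, 20 µM | benchmarks = EDTA negative control, DMSO positive control | measure = activation factor | timing = 30 min reaction, room temperature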
PMI act: activators of human phosphomannose isomerase; P34949; purified human PMI, coupled resazurin fluorescence, 20 min; hits give high values; 1 = vehicle control, 0 substrate-free wells; activation factor at 20 µM; 190,000 compounds, 0.005% hits;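 active = activation factor of 2 or more at 20 µM, relative to plate controls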
FLuc act counter: firefly luciferase counter-screen for stimulation assays; ATPlite luciferase biochemical, luminescence, 10 min; 0 = ATP-free wells, 1 = DMSO control; activation factor at 10 µM; 200,000 tested, under 10 active; AID 1027;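 active = luciferase activation factor, scaled between plate controls, of at least 2 with compound at 10 µM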
Target sequence (P08659 whole entry, looked up): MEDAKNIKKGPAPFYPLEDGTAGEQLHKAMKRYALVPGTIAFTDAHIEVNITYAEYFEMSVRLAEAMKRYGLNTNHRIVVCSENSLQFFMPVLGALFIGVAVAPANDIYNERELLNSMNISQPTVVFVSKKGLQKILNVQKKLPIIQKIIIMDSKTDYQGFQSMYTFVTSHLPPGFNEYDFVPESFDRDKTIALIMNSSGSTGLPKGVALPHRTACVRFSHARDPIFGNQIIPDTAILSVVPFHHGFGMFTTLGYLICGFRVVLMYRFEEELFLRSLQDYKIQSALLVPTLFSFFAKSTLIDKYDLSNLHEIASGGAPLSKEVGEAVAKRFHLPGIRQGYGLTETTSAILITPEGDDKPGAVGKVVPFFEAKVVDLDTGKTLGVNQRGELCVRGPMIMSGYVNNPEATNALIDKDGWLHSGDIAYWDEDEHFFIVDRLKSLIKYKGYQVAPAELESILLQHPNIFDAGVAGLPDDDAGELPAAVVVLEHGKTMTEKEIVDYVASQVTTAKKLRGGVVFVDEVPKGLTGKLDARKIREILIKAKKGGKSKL
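assay system = Luciferase/luciferin detection reagent, cell-free biochemical luciferase assay | also added = ATP substrate | times = 10 min post-reagent at room temperature | measured by = luminescence from luciferase reaction | measure = luciferase activation, seen as luminescence increase over controls | benchmarks = low control with PBS replacing ATP, high control enzyme plus ATP without compound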
Diaphorase inh: counter-screen for diaphorase-based assays: diaphorase inhibitors and chemical oxidizers; diaphorase resazurin-to-resorufin fluorescence, NADH, 16 min; bacterial (C. kluyveri) enzyme, not human; inhibition, % at 20 µM; 190,000 compounds, 0.69% hits; AID 1217;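 active = primary screen inhibition at 20 µM above a set limit, cut at about 50% in these data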;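 also: plate controls were DMSO with full reaction for no effect and wells lacking NADH for full effect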
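System: Diaphorase enzyme from Clostridium kluyveri | Amount: Enzyme working solution with 0.14 U/mL diaphorase | Benchmarks: No-NADH positive control and DMSO neutral control | Signal: Fluorescence of resorufin formed from resazurin, Ex 544/Em 590 nm | Schedule: 16-min room-temperature incubation before reading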
Starred values were filed as active, the others as inactive; nt = not tested or not shown.

cpd	Structure	Diaph act CS	Efa HMGR inh	TNAP inh hi DEA	TNAP inh no acc	PMI act satM6P	G6PDH CS	TNAP act hiacc	PMI act	FLuc act counter	Diaphorase inh
1	COc1ccc(N2C(=O)C3C4C=CC(C4)C3C2=O)c(OC)c1 (stereo not drawn)	0.9	-5.9	-5.2	-12.3	1	-3.0	1.1	0.9	1	14.0
2	CCOc1ccc(N(CC(=O)N/N=C/c2ccc(OC(C)C)cc2)S(C)(=O)=O)cc1	0.8	3.4	-1.4	-25.7	0.9	0.9	1	0.8	1.1	18.3
3	O=C(c1cccc(S(=O)(=O)N2CCCC2)c1)N1CCN(c2ncccn2)CC1	1.1	-0.2	0.3	-12.7	1.1	10.9	1	1.1	1	-5.6
4	CCn1c(COc2ccc(=O)n(-c3ccccc3)n2)nnc1SC	1	-1.7	-7.2	-12.1	1.2	2.0	1.1	1.1	1.1	4.7
5	CCOc1ccccc1OCCCCOc1ccccc1F	0.9	-0.7	-1.2	-35.3	1	-7.5	1	0.9	1	8.2
6	Cc1cccc(CN2CCN(Cc3cnn(-c4ccccc4F)c3)CC2CCO)n1 (stereo not drawn)	1	-1.8	-7.2	-2.7	0.9	12.6	1.1	0.9	1	0.8
7	C/C(=N/Nc1ccc(C(=O)O)cc1)c1ccc(O)c(O)c1O	0.4	10.8*	7.5	6.1	1.2	24.8	0.9	0.7	1	61.1*
8	C=CCc1cccc(CNc2c(C)n(C)n(-c3ccccc3)c2=O)c1O	0.9	-2.7	3.5	-3.7	0.9	0.7	1	0.9	1	14.1
9	Cc1cccc(/C(N)=N/OC(=O)c2ccc3c(c2)OCO3)c1	0.8	-6.2	-2.6	3.0	1	2.3	1	0.9	0	17.2
10	CCN1CCn2c1nc(N1CCOCC1)nc2=O	0.9	-0.5	-5.7	-4.5	1	-6.4	1.1	1	1.1	6.1
11	CC(C)CCCC(C)NS(=O)(=O)Cc1ccccc1 (stereo not drawn)	0.9	-4.7	-7.1	-8.8	0.9	9.6	1.1	0.9	1	11.8
12	O=C(NCc1ccco1)C1CC(c2ccccc2O)=NO1 (stereo not drawn)	0.9	0.3	-5.2	-5.7	0.8	17.6	1.1	0.9	1	7.0
13	COc1ccc(N2CCN(S(=O)(=O)c3ccc(-n4cnnn4)c(C)c3)CC2)cc1	0.9	-0.3	-0.2	-0.9	1	4.7	1	1	1.1	11.2
14	CCC(=O)Nc1nnc(SCC(=O)Nc2ccc(F)cc2)s1	0.9	2.6	-5.0	-10.3	1	-3.1	1.1	0.9	1.1	10.7
15	CCOC(=O)C1=C(CSCc2ccccc2)NC(=O)NC1c1cc(C)ccc1C (stereo not drawn)	0.8	-0.6	-7.4	-0.2	0.9	2.0	1.1	0.9	1.1	17.6
16	COc1ccccc1OCCNC(=O)/C=C/c1ccc([N+](=O)[O-])cc1	0.8	-4.8	-1.6	-4.2	0.9	-1.6	1	0.9	1	16.8
17	O=C(CCCSc1nc2sc3c(c2c(=O)[nH]1)CCC3)NCCCO	1.1	2.2	0.6	-4.1	1.1	-2.7	1	1.1	1	-7.4
18	O=C(CNS(=O)(=O)c1ccc2ccccc2c1)NCCc1ccccn1	1	2.6	2.0	-6.6	0.9	1.8	1	1.1	1	0.0
19	O=C(COC(=O)c1ccc([N+](=O)[O-])o1)c1ccccc1	0.9	0.5	3.1	2.5	0.8	12.5	1	0.9	1	9.0
20	COC(=O)[C@@H]1CCCN1Cc1c(C(=O)N2CCCCC2)nc2c(C)cccn12	1	-1.2	-5.5	-5.8	1	5.6	1.1	1	1.1	1.5
21	Cc1cccc(C(=O)NNC2=C(C(=O)C(F)(F)F)CCC2)c1O	0.7	-6.4	0.2	7.4	1.1	-2.9	1	1	1	29.5
22	COC(=O)c1cc(C(=O)OC)n(Cc2ccc(Cl)cc2Cl)n1	1	-2.9	-1.3	-6.7	1	2.8	1	1	1.1	-1.1
23	Cc1cccc(C)c1NCc1n[nH]c(=S)n1-c1ccccc1	0.7	-2.7	-5.3	4.8	0.8	20.5	1.1	0.8	0.9	34.3
24	O=C(CCNc1n[nH]c(=O)[nH]c1=O)N1CCCCC1	0.9	-7.7	-7.9	-13.0	1	-1.3	1.1	1	1.1	13.8
25	N#CCCCSc1nnc(Cc2ccc3c(c2)OCO3)o1	0.8	-0.9	-2.6	-4.3	0.9	3.8	1	0.9	1.1	18.0
26	CCc1oc2ccccc2c1C(=O)c1cc(Br)c(O)c(Br)c1	0.8	-1.1	-2.1	-7.0	1	15.4	1	1.1	1	24.6
27	O=C(Nc1nnc(-c2ccccc2Cl)o1)c1ccco1	0.8	-0.7	-5.2	-8.5	0.9	8.6	1.1	0.8	0.3	20.0
28	COc1ccc(NC(=O)C2CCN(C(=O)c3ccccc3)CC2)cc1OC	0.9	-0.2	-3.7	-10.6	0.9	-2.7	1	1	1	14.8
29	C/C=C/c1ccc(OCCCCN2CC(C)CC(C)C2)c(OC)c1 (stereo not drawn)	0.9	0.1	-4.0	-4.6	1	0.2	1	1.1	1	11.8
30	CC1(C)Nc2ccccc2N(CC(=O)N2CCCCC2)C1=O	0.9	-6.0	-1.2	-15.7	1	3.1	1	1	1.1	6.5
31	O=C(Nc1ccc([N+](=O)[O-])cc1)Nc1nc(-c2ccc(Cl)s2)cs1	1.1	-2.6	-2.9	-1.2	1.2	13.3	1	1.1	1.1	-10.0
32	CCCCNC(=O)CNC(=S)N(Cc1cc(OC)c(OC)c(OC)c1)C1CCCC1	0.9	2.7	0.9	-16.0	1	1.7	1	0.9	1	10.6
33	CN(C)CCCNC(=S)N(Cc1cccs1)Cc1cc2cc3c(cc2[nH]c1=O)OCCO3	1	-0.9	-6.5	-5.2	0.8	3.8	1.1	0.9	1	2.6
34	CCc1nc2oc(C(=O)c3ccccc3)c(N)c2c2c1COC(C)(C)C2	0.7	-6.5	-7.3	3.6	1.1	12.7	1.1	1.2	1.1	28.8
35	NN1C(=O)c2cccc3c(C(=O)O)ccc(c23)C1=O	0.9	-4.3	-2.5	-10.9	1.1	5.6	1	1	1.1	11.2
36	Cc1ccc(/C=N/Nc2ccc3ccccc3n2)o1	1.1	1.2	8.6	13.3	1	0.7	0.9	1.1	0.1	-6.4
37	Oc1cccc(/C=N/Nc2cc(N3CCCC3)nc(N3CCCC3)n2)c1	0.7	-0.9	-3.1	-30.2	0.4	21.4	1	0.6	0.9	28.6
38	COc1cccc(S(=O)(=O)N2CCN(c3ccccc3F)CC2)c1	0.8	-7.7	-7.6	-11.9	0.9	0.8	1.1	0.9	1.1	23.8
39	Cc1ccc(C)c(S(=O)(=O)NCCOC(=O)Nc2sc(=S)n(C)c2C)c1	1	-3.3	2.0	-1.6	1	-1.0	1	1	1	0.8
40	COc1ccc(S(=O)(=O)N2CCC(C(=O)NCCC3=CCCCC3)CC2)cc1C	0.9	-2.4	-8.7	-38.3	1.1	4.5	1.1	1	1	9.9
41	CC(=O)N/C(=C\c1ccc(Br)s1)C(=O)O	0.9	-1.9	-1.8	-9.9	0.9	8.4	1	1.1	1	5.2
42	O=C(CSc1nnc(Cc2cccs2)n1Cc1ccco1)Nc1cccc(Cl)c1	0.8	0.4	1.3	-6.5	0.9	-33.5	1	0.9	1	16.6
43	O=c1oc2ccccc2cc1-c1nnc(-c2cccc(Br)c2)o1	0.9	nt	0.9	-3.2	0.7	4.2	1	1	0.9	8.4
44	COc1ccc(Br)cc1CN1CCN(C(=O)c2ccc(F)cc2)CC1	0.8	-0.2	-7.6	-7.7	0.9	7.5	1.1	0.9	1.1	20.1
45	COCCNC(=O)C(c1ccccc1C)N(C(=O)Cn1nnc2ccccc21)c1cccnc1 (stereo not drawn)	0.8	15.0*	-7.1	-8.8	1	5.6	1.1	1	1.1	15.1
46	Cc1nn(C)c(Oc2ccccc2)c1CCNS(=O)(=O)c1ccc(Cl)cc1	0.9	1.0	-0.6	13.7	0.9	-11.1	1	1	1	13.9
47	CC(OC(=O)Cc1c(F)cccc1Cl)C(=O)NCCC1=CCCCC1 (stereo not drawn)	0.9	-0.4	-3.7	-7.6	1	3.3	1	1	1	14.7
48	CN(C)C(C(=O)Nc1cc(Cl)cc(Cl)c1)c1ccccc1 (stereo not drawn)	1	-6.7	-7.1	0.7	1	2.2	1.1	1	1.1	4.5
49	COc1ccc(-n2c(C)cc(/C=C3\C(=O)NN(c4ccccc4)C3=O)c2C)cc1	0.8	-1.3	8.7	0.3	0.9	-12.0	0.9	0.9	0.4	16.5
50	COC(=O)C1=C(C)N(Cc2ccco2)C(=O)N[C@H]1c1cccc(C(F)(F)F)c1	0.9	-6.4	4.5	-3.0	1	5.8	1	1	1	10.4
51	O=S(=O)(/N=C(\Sc1ccccc1)c1ccccc1)c1ccc(Cl)cc1	0.9	-4.0	1.7	-1.9	1.5	1.5	1	0.8	1	5.5
52	Cc1nn(-c2ccccn2)c2c1C(c1ccccn1)C1=C(CCCC1=O)N2 (stereo not drawn)	1	0.7	-6.6	-8.1	1	5.5	1.1	1	1	4.1
53	c1csc(-c2csc3nc(CN4CCOCC4)nc(NCc4ccc5c(c4)OCO5)c23)c1	0.8	0.4	-3.8	-18.6	0.9	-1.0	1	0.9	1.1	25.0
54	COc1ccc(-c2noc(=O)[nH]2)cc1	0.9	3.1	-2.0	-9.0	1.1	3.4	1	1.1	1	12.1
55	CC1CC(C)CN(CC(=O)N2CCOCC2)C1 (stereo not drawn)	0.9	-5.0	-1.0	-4.8	1	2.0	1	1	1	10.3
56	O=C(c1ccco1)c1cn(CC(=O)N2CCCc3ccccc32)c2ccccc12	0.7	-2.2	-3.7	-7.2	0.9	14.2	1	0.8	1	28.9
57	O=C(CN1CCCCCC1)Nc1ccccc1Oc1ccccc1	0.9	-3.4	-2.1	-5.9	0.9	5.8	1	0.9	1	12.7
